RPL19A-GFP yeast: yeast TOR pathway RPL19A-GFP modulation. S. cerevisiae RPL19A-GFP strain, flow cytometry, 3 h; stronger effect = lower value. percent response vs DMSO, % at 10 µM. 0.3% of 330,000 active;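 active = percent response vs DMSO below 50%; inconclusive = fewer than 70 events counted for the yeast strain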;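 also: median channel GFP fluorescence of the barcoded RPL19A-GFP strain; ratio of sample median GFP to plate DMSO average so 100% = DMSO; lower means less RPL19A-GFP as with rapamycin TOR inhibition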
MEP2-GFP yeast: yeast TOR pathway MEP2-GFP modulation; AID 2016; 0.51% of 330,000 active; S. cerevisiae MEP2-GFP strain, flow cytometry GFP, 3 h; 100% = DMSO control level; GFP response vs DMSO, % at 10 µM;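 active = GFP response versus DMSO above a set limit, roughly screen mean plus 3 SD, cut at about 180% in these data; inconclusive = fewer than 70 cells counted for a yeast strain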;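 also: median GFP fluorescence of the barcode-gated MEP2-GFP cells per well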
LAP4-GFP MLPCN: yeast TOR pathway LAP4-GFP modulation. S. cerevisiae LAP4-GFP multiplex, flow cytometry GFP, 3 h; median GFP as percent of DMSO wells. GFP response vs DMSO, % at 10 µM. 0.34% of 320,000 active;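 active = GFP response vs DMSO above a set limit, about the screen mean plus 3 SD, cut at about 150% in these data; inconclusive = under 70 cell events counted for the yeast strain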
AHR act: activates the human aryl hydrocarbon receptor; AHR-responsive luciferase reporter cells, luminescence; activation, % at 5 µM; 2.5% of 320,000 active; AID 2796; in the data active = activation above about 47%;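 also: 0% = vehicle wells and 100% = reference agonist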
Target sequence (P35869 whole entry, looked up): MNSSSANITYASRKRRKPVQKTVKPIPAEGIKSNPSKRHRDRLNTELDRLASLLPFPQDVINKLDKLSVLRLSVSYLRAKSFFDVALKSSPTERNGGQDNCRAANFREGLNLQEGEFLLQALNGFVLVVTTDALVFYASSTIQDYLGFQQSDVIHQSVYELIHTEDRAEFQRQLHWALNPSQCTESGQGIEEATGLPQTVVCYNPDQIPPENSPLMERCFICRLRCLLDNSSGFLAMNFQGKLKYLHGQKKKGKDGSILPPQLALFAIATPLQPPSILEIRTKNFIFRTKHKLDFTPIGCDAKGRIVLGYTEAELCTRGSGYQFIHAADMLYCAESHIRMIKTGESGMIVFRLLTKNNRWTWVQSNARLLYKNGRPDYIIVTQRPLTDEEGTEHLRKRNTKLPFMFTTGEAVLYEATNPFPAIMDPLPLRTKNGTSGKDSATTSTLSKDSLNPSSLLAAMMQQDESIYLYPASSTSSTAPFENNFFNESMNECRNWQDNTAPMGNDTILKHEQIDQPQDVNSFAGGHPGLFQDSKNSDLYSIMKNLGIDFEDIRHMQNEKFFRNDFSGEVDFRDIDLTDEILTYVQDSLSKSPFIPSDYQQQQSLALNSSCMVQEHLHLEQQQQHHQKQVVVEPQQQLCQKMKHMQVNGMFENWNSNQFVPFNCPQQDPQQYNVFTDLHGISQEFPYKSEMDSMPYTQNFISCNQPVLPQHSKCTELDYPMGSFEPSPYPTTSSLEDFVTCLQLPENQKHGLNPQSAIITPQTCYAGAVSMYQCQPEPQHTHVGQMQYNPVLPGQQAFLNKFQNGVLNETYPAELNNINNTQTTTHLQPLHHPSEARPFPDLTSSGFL
CIT2-GFP yeast: modulators of TOR pathway CIT2-GFP in S. cerevisiae; S. cerevisiae CIT2-GFP strain, flow cytometry, 3 h; 100 means same as DMSO wells; 0.065% of 320,000 active; GFP response vs DMSO, % at 10 µM; AID 2029;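 active = GFP response relative to DMSO above a set limit, near the screen mean plus 3 SD, cut at about 150% in these data; inconclusive = Fewer than 70 cells measured for a yeast strain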;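 also: ratio of well median GFP fluorescence to mean of DMSO wells on the plate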
Efflux pump inh: antifungal efflux pump inhibition, Nile Red retention; 0.44% of 330,000 active; inhibition, % at 10 µM; S. cerevisiae Candida pump triplex;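 active = plate passing quality check with inhibition over a set limit, or well fluorescence over plate mean plus 4 SD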;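 also: Nile Red retained in pooled yeast measured as flow cytometry median fluorescence; 0% = buffer negative control and 100% = Enniatin B positive control; higher means more Nile Red kept so more efflux inhibition; some compounds called inactive have numbers as strong as hits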
AGP1-GFP MLPCN: alters AGP1-GFP fluorescence in TOR pathway yeast screen; 0.02% of 320,000 active; S. cerevisiae AGP1-GFP multiplex flow cytometry, 3 h; GFP as percent of DMSO wells; GFP response vs DMSO, % at 10 µM;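 active = GFP response relative to DMSO above a set limit, near screen average plus 3 SD, cut at about 150% in these data; inconclusive = fewer than 70 cells counted for the yeast strain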;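 also: median GFP channel fluorescence of the gated AGP1 strain per well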
Yeast superoxide: lowers age-related superoxide in aged yeast cells. S. cerevisiae aged cells, superoxide DHE fluorescence; stronger effect = lower value. superoxide response (% of plate mean), % at 10 µM. 0.18% of 330,000 active. AID 2690;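 active = superoxide response under a set limit, about three screen SD below normal, cut at about 65% in these data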;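 also: yeast aged for seven days with compound at 30 °C before DHE staining; 100% = average MFI of all compound-treated wells on the plate with controls excluded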
Numbers without * were called inactive; ? = inconclusive; nt = not tested or not shown; [ ] = another dose, or the depositor's remark.

(1) Brc1ccc(CSc2nnc(Cc3c[nH]c4ccccc34)o2)cc1
(2) O=[N+]([O-])c1ccc(NS(=O)(=O)N2CCOCC2)cc1
(3) CC(C)CC(=O)N1CCN(c2ccc(NC(=O)c3ccco3)cc2)CC1
(4) COc1cccc(CNCCc2c[nH]c3ccccc23)c1OCc1ccccc1
(5) CCOC(=O)c1nc(SC)n(C)c1C(=O)OCC
(6) O=C(c1ccc2c(c1)OCO2)C1CCCN(Cc2ccc3cccc(F)c3n2)C1 (configuration not stated)
(7) CCN(CC)S(=O)(=O)c1cccc(-c2n[nH]c(=S)n2/N=C/c2ccc(OC)cc2)c1
(8) Clc1ccc(Cc2nnc(-c3cccs3)o2)cc1
(9) O=C(NNC(=S)NC(=O)c1ccccc1)c1cccc([N+](=O)[O-])c1
(10) CCC(=O)N1CCc2cc(S(=O)(=O)CCC(=O)NCc3ccc(C)cc3)ccc21

entry no.	1	2	3	4	5	6	7	8	9	10
RPL19A-GFP yeast	98	97	100	98	110	105	98	98	108	101
MEP2-GFP yeast	91	97	104	99	120	104	99	105	110	99
LAP4-GFP MLPCN	106	91	102	90	104	89	89	112	100	100
AHR act	13	0	-4	2	nt	10	3	-4	0	0
CIT2-GFP yeast	92	92	103	91	107	101	96	94	105	97
Efflux pump inh	0.0	-0.2	0.0	0.1	0.0	-0.1	-0.1	0.0	-0.1	0.0
AGP1-GFP MLPCN	95	88	99	89	107	104	92	103	102	103
Yeast superoxide	94	91	100	97	99	107	107	102	117	118

(11) COC(=O)c1c(C(=O)OC)c2ccccn2c1C(=O)c1ccccc1
(12) CC1=NN(C(=O)CSCc2ccccc2)C(O)(c2ccc(F)cc2)C1 (configuration not stated)
(13) Cc1nc2ccc(S(=O)(=O)NCC(=O)NC(C)c3ccccc3)cc2s1 (configuration not stated)
(14) CCn1c(N2CCN(S(=O)(=O)c3ccc(Cl)cc3)CC2)nc2ccccc21
(15) O=S(=O)(c1ccc2ccccc2c1)N1CCCCCC1
(16) COc1cc(C2C(C(=O)c3ccc(C)o3)=C(O)C(=O)N2Cc2ccccc2)ccc1O (configuration not stated)
(17) C=C(C)CNC(=O)CCc1nnc(C2(c3ccc(Cl)cc3)CCC2)o1
(18) COc1ccc(NS(=O)(=O)c2cc(C(=O)N3CCC3)ccc2C)cc1
(19) N#CCSc1nc2ccccc2c(=O)n1CCCC(=O)NCc1ccco1
(20) CC(C)c1ccc(Nc2nc(CC(=O)O)cs2)cc1

entry no.	11	12	13	14	15	16	17	18	19	20
RPL19A-GFP yeast	89	89	98	90	87	100	105	103	102	104
MEP2-GFP yeast	97	90	90	126	101	101	102	106	110	104
LAP4-GFP MLPCN	82	92	96	112	121	93	94	110	105	100
AHR act	0	2	0	-4	15	-1	3	2	-1	9
CIT2-GFP yeast	103	86	97	104	81	100	102	96	104	102
Efflux pump inh	0.0	0.0	0.1	0.0	0.3	-0.1	0.1	0.1	-0.1	-0.6
AGP1-GFP MLPCN	90	92	95	104	97	108	99	104	110	101
Yeast superoxide	101	97	97	94	99	96	85	105	83	95

(21) COc1cccc2c1C(=O)O/C2=C/c1ccc2c(c1)OCO2
(22) CC(CN1CCC(O)CC1)c1ccccc1 (configuration not stated)
(23) Cc1cc(C)nc(N2CCC(C(=O)NCc3cccs3)CC2)n1
(24) CC1(C)C2([N+](=O)[O-])CN3CC1([N+](=O)[O-])CN(C2)C31CCCC1
(25) Cc1cc(NC(=O)CCOc2ccccc2)no1
(26) COc1ccc(Nc2nc(N3CCOCC3)nc(N3CCOCC3)n2)cc1Cl
(27) COc1cc(S(=O)(=O)N2CCN(c3ccccc3F)CC2)ccc1Cl
(28) N#CCCN(C(=O)COC(=O)C1=NNC(=O)CC1)c1ccccc1
(29) CCOC(=O)CCc1c(C)c(C#N)c2nc3ccccc3n2c1-n1ccnc1C
(30) COc1nn(CC(=O)N2N=C(C)CC2(O)C(F)F)cc1[N+](=O)[O-] (configuration not stated)

entry no.	21	22	23	24	25	26	27	28	29	30
RPL19A-GFP yeast	104	104	100	99	100	103	96	105	95	97
MEP2-GFP yeast	112	111	101	100	98	106	93	109	90	93
LAP4-GFP MLPCN	118	91	89	100	99	84	99	102	83	92
AHR act	21	0	-1	2	1	0	-1	1	2	-1
CIT2-GFP yeast	111	107	92	94	100	101	nt	103	107	90
Efflux pump inh	-0.3	0.0	0.1	0.0	0.1	0.0	0.1	0.1	-0.1	-0.1
AGP1-GFP MLPCN	96	101	91	100	102	99	97	107	99	96
Yeast superoxide	93	105	119	126	81	109	116	102	99	123

(31) Cc1nc(SCC(=O)c2ccccc2)[nH]c(=O)c1Oc1ccc(Cl)cc1
(32) Cc1cc(NC(=O)c2ccc(Cl)cc2)n(CCC#N)n1
(33) CCN(CC)S(=O)(=O)c1ccc(NC(=O)c2ccccn2)cc1
(34) CC(=O)NCCC(=O)Nc1ccc(F)cc1C
(35) Cc1cc(N2CCCC2)c(C)cc1C=O
(36) C#CCOCCOCCOCCNc1nc(N2CCN(C(=O)[C@H](CO)n3cc([C@@H](N)C(C)C)nn3)CC2)nc(N2CCN(C(=O)[C@H](CCC(=O)O)n3cc([C@@H](N)CCCCN)nn3)CC2)n1
(37) CCCCC(=O)Nc1ccc(C(=O)NNC(=O)CCc2ccccc2)cc1
(38) COc1ccc(C(=O)OCC(=O)NCc2ccco2)cc1OC
(39) C/C(=N\NC(=O)c1c(Cl)cnn1C)c1ccc(NC(=O)c2ccncc2)cc1
(40) COc1ccccc1-c1cc(C(=O)N/N=C/c2cccs2)c2ccccc2n1

entry no.	31	32	33	34	35	36	37	38	39	40
RPL19A-GFP yeast	97	95	98	nt	96	89	103	89	103	81[may fluoresce violet]
MEP2-GFP yeast	96	97	102	105	95	99	103	92	105	?
LAP4-GFP MLPCN	110	94	99	95	111	90	100	90	97	80[may fluoresce violet]
AHR act	-2	3	0	0	1	-1	1	3	0	7
CIT2-GFP yeast	93	95	89	100	90	89	93	85	101	nt
Efflux pump inh	0.0	-0.1	0.0	0.1	-0.1	0.5	0.3	0.0	0.1	0.0
AGP1-GFP MLPCN	102	91	100	99	98	84	100	86	98	?
Yeast superoxide	97	94	97	100	88	102	120	106	101	99

(41) Cc1c(C(c2cccc([N+](=O)[O-])c2O)c2c(C)n(C)n(-c3ccccc3)c2=O)c(=O)n(-c2ccccc2)n1C
(42) COc1ccc(C(=O)CNC2=NCCC2)cc1
(43) Cc1cc(C)c2nc(NC(=O)c3cc(C)on3)sc2c1
(44) CC1(C)CC(=O)C=C(NCCN2CCN(C(=S)Nc3ccccc3)CC2)C1
(45) Cc1cc(N2CCCCC2)nc(N2CCCCC2)n1
(46) CCCCn1c(-c2csc(C(C)C)c2)n[nH]c1=S
(47) CC(C)(Oc1ccc(Cl)cc1)C(=O)NCCCn1ccnc1
(48) COc1cc(OC)cc(C(=O)Nc2nc(-c3ccccc3)c(-c3ccccc3)o2)c1
(49) COc1cccc(C2N(c3ccc(Cl)cc3)C(=O)C3CCCN32)c1 (configuration not stated)
(50) Cn1nc(CC(=O)NC2CCCCCC2)c2ccccc2c1=O

entry no.	41	42	43	44	45	46	47	48	49	50
RPL19A-GFP yeast	93	96	101	98	102	99	91	107	96	99
MEP2-GFP yeast	95	97	105	99	92	91	98	102	96	99
LAP4-GFP MLPCN	93	99	97	111	93	92	101	92	102	104
AHR act	-1	2	-6	-2	-1	5	5	39	12	-1
CIT2-GFP yeast	96	96	103	96	110	97	91	105	96	97
Efflux pump inh	0.0	0.0	0.2	0.1	0.1	0.2	0.0	0.2	-0.3	-0.1
AGP1-GFP MLPCN	96	104	96	102	95	93	90	102	98	95
Yeast superoxide	94	83	96	109	114	108	87	106	109	89

(51) Cc1ccc(OCCCc2c(C)n[nH]c2C)cc1
(52) C[n+]1ccc(C(=O)NCc2ccccc2)cc1
(53) COc1ccc(C(=O)c2c[nH]c(C(=O)NCC3CCCO3)c2)cc1 (configuration not stated)
(54) COc1ccc(NC(=O)C2CCN(C(=O)NCc3ccccc3)CC2)cc1
(55) COc1ccc(C(=O)c2ccc(OC)c(N)c2)cc1N
(56) Cc1ccc(C(=O)OCC(=O)NCc2ccco2)cc1
(57) CC(C)C(NC(=O)OC(C)(C)C)C(=O)NC(CCC(=O)OCc1ccccc1)C(N)=O (configuration not stated)
(58) CC(C)(C)CNc1cc(N2CCCC2)ccc1[N+](=O)[O-]
(59) COc1ccc(NC2=C(Cl)C(=O)N(c3ccccc3)C2=O)c(OC)c1
(60) Cc1nn(C)cc1S(=O)(=O)N1CCN(c2ccccc2)CC1

entry no.	51	52	53	54	55	56	57	58	59	60
RPL19A-GFP yeast	101	99	99	87	101	97	102	100	96	100
MEP2-GFP yeast	100	105	99	96	104	83	92	92	103	97
LAP4-GFP MLPCN	90	96	99	90	104	95	97	103	88	102
AHR act	-3	-1	10	-2	16	2	6	2	2	-1
CIT2-GFP yeast	74	103	95	91	88	84	91	102	97	107
Efflux pump inh	0.0	0.1	0.1	-0.1	0.1	0.1	0.3	0.1	0.0	-0.4
AGP1-GFP MLPCN	97	96	96	90	94	91	95	99	94	100
Yeast superoxide	89	105	105	92	124	101	102	106	104	100

(61) CCOC(=O)c1sc(NC(=O)CSc2ncccn2)nc1C
(62) CC(=O)c1nc(N2C(=O)C3CC=C(C)CC3C2=O)sc1C (configuration not stated)
(63) COCC(=O)N(Cc1ccccc1)c1ccccn1
(64) CCOC(=O)C1C(=O)NC(c2ccccc2)=NC1c1cccc(Br)c1 (configuration not stated)
(65) Cn1ccc(NC(=O)Nc2cccc(C(F)(F)F)c2)n1
(66) CCN(CC)S(=O)(=O)c1ccc(N2CCN(c3ccccc3OC)CC2)c(N)c1
(67) COc1ccccc1NC(=O)c1ccc(NC(=O)COC(=O)c2cccnc2Cl)cc1

entry no.	61	62	63	64	65	66	67
RPL19A-GFP yeast	99	97	100	107	93	104	99
MEP2-GFP yeast	99	99	104	109	102	104	92
LAP4-GFP MLPCN	98	96	99	112	101	99	87
AHR act	-4	1	-2	8	11	-10	8
CIT2-GFP yeast	96	96	106	103	94	103	94
Efflux pump inh	-0.1	0.0	-0.1	0.1	0.0	0.1	0.0
AGP1-GFP MLPCN	103	98	112	106	91	102	94
Yeast superoxide	102	88	87	71	95	112	100

A draw from above in order of molar mass, low to high.
(63) COCC(=O)N(Cc1ccccc1)c1ccccn1
(66) CCN(CC)S(=O)(=O)c1ccc(N2CCN(c3ccccc3OC)CC2)c(N)c1
(67) COc1ccccc1NC(=O)c1ccc(NC(=O)COC(=O)c2cccnc2Cl)cc1

entry no.	63	66	67
RPL19A-GFP yeast	100	104	99
MEP2-GFP yeast	104	104	92
LAP4-GFP MLPCN	99	99	87
AHR act	-2	-10	8
CIT2-GFP yeast	106	103	94
Efflux pump inh	-0.1	0.1	0.0
AGP1-GFP MLPCN	112	102	94
Yeast superoxide	87	112	100

Sorted by value in MEP2-GFP yeast (largest number first): 5 from the list above
| nr | SMILES | MEP2-GFP yeast |
| --- | --- | --- |
| 14 | CCn1c(N2CCN(S(=O)(=O)c3ccc(Cl)cc3)CC2)nc2ccccc21 | 126 |
| 21 | COc1cccc2c1C(=O)O/C2=C/c1ccc2c(c1)OCO2 | 112 |
| 9 | O=C(NNC(=S)NC(=O)c1ccccc1)c1cccc([N+](=O)[O-])c1 | 110 |
| 65 | Cn1ccc(NC(=O)Nc2cccc(C(F)(F)F)c2)n1 | 102 |
| 67 | COc1ccccc1NC(=O)c1ccc(NC(=O)COC(=O)c2cccnc2Cl)cc1 | 92 |

Hits appear at their usual frequency; any-hit rate near 3.9%.
